High-throughput results (PubChem)
TEAD-YAP block: TEAD-YAP interaction inhibition, primary screen, TEAD-YAP interaction inhibitor project, luminescence, HEK-TIYL cells; 1.4% of 640,000 active; TEAD-Gal4/YAP UAS-luciferase luminescence; inhibition, % at 9.12 µM; AID 1259422, 2018; in the data active = inhibition above about 32%;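 note: 0% = median of test compound wells and 100% = reference inhibitor wells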
FBW7 act: FBW7 E3 ligase activators, primary screen, biochemical, AlphaScreen, human. AlphaScreen FBW7–phospho-cyclin E peptide binding, activator screen. F-box/WD repeat-containing protein 7 (Homo sapiens), Q969H0. 0.13% of 650,000 active. normalized activity (activation), % at 26.1 µM; in the data active = normalized activity above about 1.9%;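 note: purified mutant Fbw7 with reduced substrate affinity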
GPR151 activ: activators of human GPR151, primary screen, cell-based, PathHunter beta-arrestin, luminescence; PathHunter beta-arrestin GPR151 cells; G-protein coupled receptor 151 (Homo sapiens), Q8TDV0; activation, % at 11.2 µM; 1% of 650,000 active; AID 1508602, 2020; in the data active = activation above about 4.9%;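 note: 0% = median of compound wells and 100% = cells with positive control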
Target sequence (Q8TDV0 whole entry, looked up): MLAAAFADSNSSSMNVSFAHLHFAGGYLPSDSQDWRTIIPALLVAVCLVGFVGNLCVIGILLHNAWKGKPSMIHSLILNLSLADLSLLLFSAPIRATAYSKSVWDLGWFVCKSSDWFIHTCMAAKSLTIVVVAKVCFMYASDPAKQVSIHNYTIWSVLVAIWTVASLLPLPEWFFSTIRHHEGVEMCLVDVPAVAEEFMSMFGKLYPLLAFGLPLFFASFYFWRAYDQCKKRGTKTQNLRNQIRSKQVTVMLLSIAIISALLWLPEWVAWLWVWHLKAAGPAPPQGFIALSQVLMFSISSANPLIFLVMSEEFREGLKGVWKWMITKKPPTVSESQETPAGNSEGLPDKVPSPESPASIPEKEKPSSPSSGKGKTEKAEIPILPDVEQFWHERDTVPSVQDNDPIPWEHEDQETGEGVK
MITF primary: MITF inhibitors, primary screen, biochemical, AlphaScreen, human; Microphthalmia-associated transcription factor (Homo sapiens), O75030; AlphaScreen MITF homodimerization, bead proximity signal; inhibition, % at 2.6 µM; 0.91% of 650,000 active; AID 1259374, 2018; in the data active = inhibition above about 50%;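 note: 0% = vehicle wells with protein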
Target sequence (O75030 whole entry, looked up): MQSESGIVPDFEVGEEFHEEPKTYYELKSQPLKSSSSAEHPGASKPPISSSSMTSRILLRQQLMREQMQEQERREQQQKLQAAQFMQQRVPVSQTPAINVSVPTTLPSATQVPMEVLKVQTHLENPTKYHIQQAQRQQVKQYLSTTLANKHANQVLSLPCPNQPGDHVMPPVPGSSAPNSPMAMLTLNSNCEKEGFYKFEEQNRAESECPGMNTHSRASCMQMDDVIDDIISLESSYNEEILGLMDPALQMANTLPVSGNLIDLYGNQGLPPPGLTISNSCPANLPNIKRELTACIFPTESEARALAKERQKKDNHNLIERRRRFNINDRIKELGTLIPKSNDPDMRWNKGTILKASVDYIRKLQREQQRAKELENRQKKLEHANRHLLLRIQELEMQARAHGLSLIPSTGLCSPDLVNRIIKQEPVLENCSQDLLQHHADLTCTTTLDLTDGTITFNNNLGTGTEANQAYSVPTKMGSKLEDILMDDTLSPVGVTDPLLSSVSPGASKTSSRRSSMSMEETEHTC
The depositor's hits bear a star; / = no result given.

#	Molecule	TEAD-YAP block	FBW7 act
1	CC(C)(C)c1ccc(C2CC(=O)C=C(O)C2)cc1 (centres undefined)	54*	0.9
2	COC(=O)C1Sc2[nH]c(=O)sc2C(c2ccc(OC)cc2)C1C(=O)OC (centres undefined)	-2	0.4
3	CN(Cc1ccccc1)C(=O)C(=O)c1c[nH]c2ccccc12	3	-0.1
4	COc1cc2nc(N3CCOCC3)nc(NCc3ccccc3)c2cc1OC	-9	-0.1
5	CCCN(C(=O)/C=C/C(=O)O)c1ccc(Cl)c(Cl)c1	-11	0.0
6	COc1ccc(/C=N/NC(=O)c2c(-c3ccccc3)noc2C)c(O)c1	17	-0.1
7	CCOc1ccccc1C(=O)Nc1nc2ccc(C)cc2s1	-8	0.0
8	COc1ccccc1-c1nnc(SCc2nnc(-c3cccc([N+](=O)[O-])c3)o2)n1C	10	-0.1
9	Cc1cc(OCC(=O)Nc2ccc(-c3nc4ccccc4s3)c(O)c2)ccc1Cl	-10	0.3
10	Cc1cccc(-n2ncc3c(=O)n(CC(=O)N4CCN(c5ccccc5)CC4)cnc32)c1C	12	-0.3
11	CNC(=S)N/N=C1\CC(c2ccccc2)Oc2ccccc21 (centres undefined)	14	-0.1
12	O=C(CSc1ccc2nnc(-c3cccc(F)c3)n2n1)N1CCCC1	-8	-0.1

#	GPR151 activ	MITF primary
1	0.9	18
2	1.5	52*
3	1.5	2
4	1.5	0
5	-1.7	-11
6	-1.6	-68
7	-0.8	12
8	6.3*	-9
9	-1.2	14
10	-1.7	2
11	-0.5	14
12	0.1	-1

Other results:
#	Molecule	TEAD-YAP block	FBW7 act
13	Cc1ccc(-c2cc(C(=O)NC3CCCCC3)c3cccc(Cl)c3n2)cc1C	-2	-0.1
14	CCn1c(SCCOc2ccccc2)nc2ccccc21	-22	0.3
15	CCCCc1ccc(NC(=O)/C=C/c2ccc([N+](=O)[O-])cc2)cc1	8	0.5
16	C=CCNC(=O)/C(C#N)=C/c1ccccc1Cl	-4	-0.5
17	CC(=O)c1cccc(NC(=O)Cn2nnc(-c3ccc(N)cc3)n2)c1	6	0.0
18	O=C(NCCn1ccc2ccccc21)c1ccc(-n2cc(NC(=O)c3ccoc3)cn2)cc1	-8	-0.2
19	CC(=O)N1CCN(Cc2nc3cc(NS(C)(=O)=O)ccc3n2C)CC1	8	0.1
20	CCOC(=O)CCNCc1ccc(F)cc1	4	0.0
21	CCC1=NN2C(=N)/C(=C/c3ccc(OCCOc4ccc(Cl)c(C)c4)cc3)C(=O)N=C2S1	10	0.0
22	Cn1c(SCC(=O)Nc2ccc3c(c2)OCO3)nnc1-c1cnccn1	-1	-0.2
23	Brc1cccc(Oc2ccccc2)c1	0	0.2
24	Cc1ccc(C(=O)COC(=O)C(Cc2c[nH]c3ccccc23)NC(=O)C23CC4CC(CC(C4)C2)C3)cc1 (centres undefined)	3	1.0

#	GPR151 activ	MITF primary
13	-0.5	-7
14	0.2	-8
15	1.3	13
16	1.6	-3
17	0.9	11
18	-0.4	8
19	-0.6	16
20	-0.7	-1
21	0.0	3
22	1.2	0
23	-1.4	-3
24	-1.5	18

Remaining list, next part:
#	Molecule	TEAD-YAP block	FBW7 act
25	CCn1cc(C(=O)N2CCC(n3nccc3NC(=O)CCOc3ccccc3)CC2)cn1	-10	-0.2
26	Cc1cc(-c2ccc(Cl)cc2)nc2cc(C(=O)O)nn12	5	-0.3
27	CC1CCN(S(=O)(=O)c2cn(C)c(=O)n(C)c2=O)CC1	4	-0.1
28	C[C@@H](O)[C@@H]1NC(=O)[C@H]2CN(Cc3ccccc3Cl)CCN2C1=O	-7	0.7
29	Cc1csc(NC(=O)c2sc3nc4c(C)cccc4cc3c2N)n1	-74	0.0
30	CC(=O)OCCCn1c(C)[n+](C)c2cc(Cl)c(Cl)cc21	-4	-0.2
31	O=c1c2c3c(sc2nc2c4ccccc4c(NCC4CCCO4)nn12)CCCC3 (centres undefined)	-15	0.2
32	C=CCN1C(=O)/C(=C\c2c(OC)ccc3ccccc23)C(=O)NC1=S	8	0.2
33	O=C1C(N2CCCCC2)=C/C(=N/S(=O)(=O)c2ccccc2)c2ccccc21	-6	0.0
34	Cn1cccc1CNCC(O)C(F)(F)F (centres undefined)	7	-0.3
35	O=C(CCC(=O)N(c1ccccc1)c1ccccc1)OCC(=O)c1ccc(Br)cc1	0	0.1
36	O=C(Nc1ccnn1C1CCN(Cc2cccc(OC3CCCC3)c2)CC1)C1CC1	11	0.2

#	GPR151 activ	MITF primary
25	-0.4	-2
26	-0.6	-4
27	0.7	8
28	0.0	11
29	-1.0	-1
30	0.0	0
31	3.1	1
32	-1.0	15
33	-1.8	13
34	3.0	-4
35	-0.2	19
36	-0.9	-1

Going on with the list.
#	Molecule	TEAD-YAP block	FBW7 act
37	O=C(Nc1ccc2c(c1)C(=O)NC2=O)c1cccc(F)c1	-11	0.0
38	COc1cccc(CS(=O)(=O)c2nnnn2-c2ccccc2)c1	/	0.1
39	Cc1ccccc1NC(=S)NCC(c1cccnc1)N1CCOCC1 (centres undefined)	-8	0.2
40	O=C(NCCN(Cc1ccco1)C1CCCC1)c1nc(-c2cccnc2)no1	-7	-0.1
41	COc1cc(NC(=O)CN2CCN(c3ccccn3)CC2)cc(OC)c1	0	0.3
42	Cc1ccc(C)c(NC2=C(Cl)C(=O)OC2OC(=O)c2ccccc2Br)c1 (centres undefined)	8	0.0
43	C=CCN1C(=O)NC(C)(C)C1=O	-9	0.1
44	COc1ccc(NC(=O)CN2CCN(c3ccc(F)cc3)CC2)cc1Cl	23	-0.1
45	CCCCc1ccc(C(=O)N/C(=C\c2ccc(F)cc2)C(=O)Nc2ccc(C(=O)OC)cc2)cc1	0	0.4
46	N=c1oc2ccccc2cc1-c1nc2ccccc2c(=O)[nH]1	-8	0.1
47	COc1ccc(/C=C/C(=O)Oc2ccc(/C=N\NC(=O)c3cc(C)[nH]n3)cc2)cc1	8	-0.1
48	COc1ccc(NC(=O)CSc2nc3n[nH]c(C)c3c(=N)n2-c2ccc(Br)cc2)c(OC)c1	-1	-0.5

#	GPR151 activ	MITF primary
37	-1.3	-1
38	1.4	10
39	0.3	4
40	-0.4	-15
41	0.0	13
42	2.3	1
43	0.8	15
44	2.7	7
45	-1.5	-7
46	0.3	-6
47	-0.5	9
48	0.5	13

Continuation.
#	Molecule	TEAD-YAP block	FBW7 act
49	COc1ccc(-c2cn3cccc(C)c3n2)cc1F	-77	0.1
50	CC(=O)c1nnn(-c2cccc([N+](=O)[O-])c2)c1C	17	0.0
51	O=C(/C=C/NNC(=O)c1cccc([N+](=O)[O-])c1)c1ccccc1	-4	-0.2
52	N#Cc1c(-c2ccccc2)cc(-c2ccccc2)nc1SCc1cccc(Br)c1	-6	0.1
53	COc1ccc(-c2ccc(=O)n(CC(=O)Nc3ccc(OC)c(OC)c3)n2)cc1	-5	-0.2
54	O=C(NCCO)c1csc(-c2ccc(N3CCOCC3)nc2)n1	-6	0.1
55	CC(=O)NC1=NN(C(C)=O)C(C)(Cc2ccccc2)S1 (centres undefined)	-3	-0.1
56	O=C(Cn1c(=O)n(Cc2cccs2)c2ncccc21)Nc1ccc2c(c1)COC2=O	28	0.0
57	C/C(=N\NC(N)=O)C1CC1(C)C(C)(C)C (centres undefined)	-3	0.3
58	COc1cccc(C(=O)NCC2CCCN(C(=O)c3ocnc3C)C2)c1OC (centres undefined)	-2	0.1
59	COCC(C)NC(=O)c1sc2ncnc(N3CCCCC3)c2c1C (centres undefined)	4	0.2
60	CC(C)(C)n1nc2c(c1NC(=O)CCC1CCCCC1)CS(=O)C2 (centres undefined)	12	0.0

#	GPR151 activ	MITF primary
49	-3.7	7
50	0.6	-6
51	-0.8	3
52	1.1	-6
53	-0.7	-4
54	-1.1	17
55	-0.7	-8
56	0.0	2
57	1.5	11
58	-0.5	1
59	-1.1	9
60	-0.8	-15

New compounds follow
#	Molecule	TEAD-YAP block	FBW7 act
61	O=S(=O)(c1ccccc1)c1nc(NC2CCCC2)sc1Cl	-1	0.3
62	CCOc1ccc(NC(=O)Cc2c[nH]c3ccccc23)cc1	-22	0.0
63	CC(=O)Nc1ccc(NC(=O)CCCN2C(=O)c3ccccc3C2=O)cc1	-6	-0.1
64	COCCCNC(=O)c1ccc(F)cc1	-9	0.7
65	COc1ccc(C(=O)Nc2ccc(S(=O)(=O)Nc3ncccn3)cc2)cc1OC	-2	-0.1
66	CCN(CC)c1ccc2cc(C(N)=O)c(=Nc3ccc(F)c(Cl)c3)oc2c1	10	0.0
67	CCOc1ccc(C(=O)NCC2COC3(CCCC3)O2)cc1 (centres undefined)	-36	0.0
68	Cc1c(Cl)cccc1NC(=O)c1nn2c(c1Cl)NC(c1cccs1)CC2C(F)(F)F (centres undefined)	-6	-0.1
69	NC(=O)CSc1nnc(COc2ccc3c(c2)OCO3)n1-c1ccccc1	3	-0.1
70	CCOCCCNCc1c(C(=O)O)n(Cc2ccccc2C)c2ccccc12	7	0.4
71	O=C(CSc1nc(NCc2ccccc2)c2ccccc2n1)N1CCN(c2ccccc2)CC1	-1	-0.1
72	COc1cc(NC(=O)c2ccc(-c3c(C)nn(C)c3C)s2)cc(OC)c1OC	51*	0.0

#	GPR151 activ	MITF primary
61	-0.9	-1
62	-1.0	-18
63	0.8	-10
64	-0.6	14
65	1.5	1
66	-0.2	12
67	-0.6	-2
68	-0.7	-6
69	-0.3	0
70	2.3	16
71	-0.5	-4
72	-0.9	12

(listing goes on)
#	Molecule	TEAD-YAP block	FBW7 act
73	CCOc1ccc(/C=N/NC(=O)C(=O)NCc2ccco2)cc1	4	0.2
74	CN(C)c1ccc(-c2oc3c(ccc4ccccc43)c(=O)c2O)cc1	26	0.0
75	COc1ccc(NC(=O)CC2C(=O)N(Cc3ccccc3)C(=S)N2CCc2ccc(Cl)cc2)cc1 (centres undefined)	-3	0.9
76	Nc1cc(=O)[nH]c(SCc2ccc(F)c3ccccc23)n1	-6	0.0
77	S=C(c1cccc(OCc2ccccc2)c1)N1CCCCC1	-2	-0.7
78	Cc1cc(C)nc(Sc2cccc(C(=O)NC(C)(C)C)c2)n1	4	-0.1
79	O=C(O)/C=C/C(=O)NNC(=O)c1ccccc1	-71	-0.3
80	O=C(CSc1nc2ccccc2s1)c1ccc(S(=O)(=O)N2CCCC2)cc1	-17	-0.2
81	CCOc1ccccc1C(=O)Oc1coc(CSc2nnc(NC(C)=O)s2)cc1=O	-1	0.3
82	CC(C)(C)NC(=O)C(c1ccco1)N(Cc1ccc(F)cc1)C(=O)c1csnn1 (centres undefined)	3	0.1
83	Cn1cccc1CN1CCN(C2CCCC2)CC1	-12	-0.1
84	N#CC1=C(N)Oc2n[nH]c(-c3ccccn3)c2C1c1ccc([N+](=O)[O-])s1 (centres undefined)	9	-0.6

#	GPR151 activ	MITF primary
73	-1.0	-1
74	-0.7	-7
75	0.3	12
76	-1.3	0
77	1.1	8
78	1.6	-20
79	-0.1	19
80	1.1	1
81	0.0	21
82	-0.1	19
83	4.3	70*
84	-1.7	107*

The listing continues:
#	Molecule	TEAD-YAP block	FBW7 act
85	Cc1ccc(/C=C/C(=O)N(C)Cc2ccccc2)o1	-11	-0.1
86	CC(=O)Nc1ccccc1NC(=O)COc1ccc2ccccc2c1Br	29	0.2
87	CCCCOC(=O)c1cc(-c2ccc(OC)cc2)nc2ccc(Br)cc12	0	0.1
88	Cc1no[n+]([O-])c1COc1ccccc1C=C1C(=O)NC(=O)NC1=O	-3	-0.4

#	GPR151 activ	MITF primary
85	-1.1	-12
86	1.3	3
87	-1.7	-9
88	0.6	13

Sorted by molecular weight (largest number first): four of the compounds above.
#	Molecule	TEAD-YAP block	FBW7 act
87	CCCCOC(=O)c1cc(-c2ccc(OC)cc2)nc2ccc(Br)cc12	0	0.1
84	N#CC1=C(N)Oc2n[nH]c(-c3ccccn3)c2C1c1ccc([N+](=O)[O-])s1 (centres undefined)	9	-0.6
88	Cc1no[n+]([O-])c1COc1ccccc1C=C1C(=O)NC(=O)NC1=O	-3	-0.4
85	Cc1ccc(/C=C/C(=O)N(C)Cc2ccccc2)o1	-11	-0.1

#	GPR151 activ	MITF primary
87	-1.7	-9
84	-1.7	107*
88	0.6	13
85	-1.1	-12
